Tau fluor counter: counter-screen for tau fibril formation inhibitors. AID 1463. Potency, µM (doses to about 57.7 µM), for inactives: top-dose activity change, negative = decrease. tau K18 P301L Alexa594 fluorescence, heparin fibrillization. 280,000 tested, 0.93% active; also: % is scaled to controls: 0 for no effect and ±100 for the full control effect; nearly all actives have a fitted effect of over 55% in size
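Human tau K18 P301L (15 uM unlabeled, 0.24 uM Alexa 594-labeled) in 100 mM sodium acetate pH 7 with 20 uM heparin, 6 hr at 37 C. ThT 30 uM added, 1 hr ambient; Alexa 594 FP and total fluorescence read at 555/632 nm.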
Epigenetic derep: epigenetic control regulation, reporter derepression. AID 1865. murine LDR cells, GFP reporter derepression, 30 h. 280,000 tested, 0.2% active. Potency, µM (top dose mostly 53.9 µM), without a hit: at the highest dose GFP activation, usual class: activators; also: % of control where 0% means no effect; nearly all actives have a fitted effect of over 60% in size
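Murine LDR cells bearing a silenced CMV-driven GFP reporter were exposed to compound for 30 h at 37 C. After PBS washes, GFP-positive cells (20-120 um objects) counted by laser-scanning microplate cytometry.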
GAA glycogen: GAA glycogen-cleavage inhibition or activation | recombinant GAA, glycogen substrate, Amplex Red glucose oxidase fluorescence | Potency, µM (titrated, usually from 76.4 µM), without a hit: at the top dose activity change, negative = inhibition, most hits filed as inhibitors | 300,000 tested, 0.38% active;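 also: 0% = full enzyme reaction and -100% = no-enzyme basal signal; the screen sought inhibitors and activators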
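Recombinant human enzyme (4 nM); glycogen substrate; 37 C, 40 min, pH 5.0. Readout: coupled glucose oxidase/Amplex Red fluorescence.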
Starred values were filed as active, the others as inactive; u = inconclusive; x = not tested or not shown; & = joins results of further samples; [ ] = dose if it differs, or a comment. Calls follow the shape of the dose curve; as a rule, active = well fitted curve in the direction sought with a large enough effect; inconclusive = small, poorly fitted or top-dose-only effect, or another doubt; inactive = no such curve, though single readings can be large; an effect the other way counts as inactive or inconclusive. Potency is read from the fitted curve at half-maximal effect. This is a subset; the hit share may differ from the screen's.

smiles | GAA glycogen | Tau fluor counter | Epigenetic derep
O=C(NCCCc1nc2ccccc2n1Cc1ccccc1Cl)C1CCCCC1 | 13.1%[76.3 µM] | 1.5% | -1.3%
COc1ccc(-n2nnc(-c3nc(-c4cccs4)no3)c2N)cc1OC | 10.6%[76.3 µM] | -10.9% | 1.6%
Cc1ccc(Cl)cc1NC(=O)CCS(=O)(=O)c1ccc2c(c1)n(C)c(=O)c(=O)n2C | 21.5%[76.3 µM] | -7.0% | -1.7%
Cc1ccc(CNC(=O)c2ccc3c(c2)N(Cc2ccccc2)C(=O)c2ccccc2S3(=O)=O)cc1 | -16.1%[76.3 µM] | -26.7% | 0.0%
CC(=O)c1cccc(Nc2cc(C)nc3nc(-c4ccccc4C)nn23)c1 | -3.6%[76.3 µM] | 0.8% | -1.6%
CCOc1ccc(NC(=O)c2oc3ccccc3c2NC(=O)C(C)Oc2ccccc2)cc1 (centres undefined) | -12.3%[76.3 µM] | u | -4.9%
COc1ccccc1CNC(=O)CCCCn1c(=O)c2ccccc2n(Cc2c(C)cc(C)cc2C)c1=O | 15.5%[76.3 µM] | 0.7% | -0.9%
Cc1ccc(S(=O)(=O)c2nc(-c3ccccc3)oc2N2CCCCCC2)cc1 | 0.7%[76.3 µM] | -23.0% | -1.3%
CCCCN(CCCNC(=O)c1cc(Nc2ccc(OC)cc2)nc2ccccc12)Cc1ccccc1 | -9.3%[76.3 µM] | 3.98µM*[quencher] | 4.2%
O=C(O)CCc1ccc(-c2ccc(Cl)cc2)n1-c1cccc(C(F)(F)F)c1 | -9.1%[76.3 µM] | -4.0% | 7.6%
CC1=C(C(=O)Nc2ccc(C)cc2C)C(c2ccccc2)n2ncc(C(=O)Nc3ccccc3)c2N1 (centres undefined) | -3.7%[76.3 µM] | -18.5% | -0.9%
COc1ccc(C(=O)N/C(=C\c2cn(S(=O)(=O)N(C)C)c3ccccc23)C(=O)NCCCn2ccnc2)cc1 | -21.2%&-11.9%[76.3 µM] | -25.2% | -2.7%
Nc1c(-c2nc(-c3ccc(Cl)cc3)cs2)c2ccccn2c1C(=O)c1ccc2c(c1)OCO2 | -0.6%[76.3 µM] | u | -3.8%
COc1ccc(OC)c(CNC(=O)NCc2noc3ccc(C)cc23)c1 | -14.5%[76.3 µM] | -19.3% | 5.2%
CCc1ccc(C2c3c(-c4ccccc4)n[nH]c3C(=O)N2c2ccc(C(=O)O)cc2)cc1 (centres undefined) | -2.1%[76.3 µM] | 2.1% | -0.2%
Cc1ccc(CN2C(=O)SC(Nc3ccccc3)C2=O)cc1 (centres undefined) | 7.9%[76.3 µM] | u | 0.8%
O=C(Nc1ccc2oc(-c3ccc(Br)cc3)nc2c1)c1cc2ccccc2o1 | 5.0%[76.3 µM] | -8.9% | -0.8%
O=C(c1cc(-c2ccc(Br)cc2)n[nH]1)N1CCN(S(=O)(=O)c2ccc(Br)cc2)CC1 | 7.2%[76.3 µM] | -10.4% | 1.2%
CCOC(=O)c1c(NC(=O)Cc2coc3cc(C)ccc23)sc2c1CCCC2 | -11.4%[76.3 µM] | -19.6% | 0.0%
COc1ccc(Cn2c(SCc3ccc(C(=O)NC4CCCC4)cc3)nc3cccnc32)cc1 | 0.7%[76.3 µM] | 0.2% | 0.8%
O=C(CSc1nnc(CNC(=O)c2cccc(F)c2)n1-c1ccccc1)Nc1ccccc1F | 14.3%[76.3 µM] | -17.8% | -1.1%
Cc1cc(C)c2c(CC(=O)N3CCN(c4cccc(Cl)c4)CC3)coc2c1 | -8.1%[76.3 µM] | -18.6% | -1.9%
COc1ccc(OCC(=O)N2CCN(C(=O)c3cccc(OC)c3)CC2)cc1 | -0.8%[76.3 µM] | 0.7% | -1.8%
Cc1cc(C)cc(NS(=O)(=O)c2ccc3[nH]cc(C(=O)NCCc4ccccc4)c(=O)c3c2)c1 | 11.6%[76.3 µM] | u | 7.7%
Cc1cccc(-n2c(SCc3nc(-c4ccccc4C)no3)nnc2-c2ccccc2)c1 | 14.1%[76.3 µM] | -0.2% | -1.9%
CC1=C(C(=O)Nc2cccnc2)C(c2ccc(Cl)cc2)n2nc(-c3ccccc3)nc2N1 (centres undefined) | -10.7%[76.3 µM] | u | 0.1%
CCC(C)n1c(=N)c(S(=O)(=O)c2ccc(C)cc2)cc2c(=O)n3cc(C)ccc3nc21 (centres undefined) | -6.8%[76.3 µM] | -10.8% | u
CCc1ccc(-c2cn3c(n2)sc2cc(C(=O)NC4CCCCCC4)ccc23)cc1 | 14.3%[76.3 µM] | 2.6% | 0.0%
Cc1csc2nc(COc3ccc(NC(=O)COc4ccc(F)cc4)cc3)cc(=O)n12 | 4.0%[76.3 µM] | -9.7% | 5.0%
COc1ccc(CCNC(=O)c2ccc(Cn3c(=O)c4ccccc4n(Cc4ccc(C)cc4)c3=O)cc2)cc1OC | -6.7%[76.3 µM] | -16.5% | 4.4%
O=C(NCC(c1cccnc1)N1CCc2ccccc21)c1ccccc1Br (centres undefined) | u | 1.9% | 1.1%
COc1cc(OC)c(NC(=O)c2csc3c2CCC(C)C3)cc1Cl (centres undefined) | -3.0%[76.3 µM] | -29.9% | 1.6%
Cc1ccc(NC(=O)CCc2c(C)nn(-c3ccc(N4CCCCC4)nn3)c2C)cc1F | 1.9%[76.3 µM] | -21.9% | 1.1%
O=C1c2[nH]nc(-c3ccccc3O)c2C(c2cccc(O)c2)N1Cc1ccncc1 (centres undefined) | 15.1%[76.3 µM] | -5.3% | 3.7%
CCC(C)n1c(=N)c(C(=O)NCc2ccco2)cc2c(=O)n3cc(C)ccc3nc21 (centres undefined) | 18.0%[76.3 µM] | -0.6% | 0.4%
COc1cccc(NC(=O)CN(C)S(=O)(=O)c2ccc3nc(C)sc3c2)c1 | -10.2%[76.3 µM] | -2.0% | -3.2%
COc1cc(OC)cc(-c2cc3nc(C)c(CCC(=O)Nc4ccc(C(C)=O)cc4)c(C)n3n2)c1 | -1.5%[76.3 µM] | u | 1.1%
O=C(CSc1nc(-c2ccccc2)cc(=O)[nH]1)Nc1ccccc1F | 3.2% | 8.6% | -0.6%
CC(=O)Nc1ccc(C(=O)CSc2nnc3ccc4ccccc4n23)cc1 | -8.8%[76.3 µM] | -8.2% | -1.6%
Cc1ccc(NC(=O)Cc2coc3ccc(C(C)C)cc23)cc1Cl | -3.9%[76.3 µM] | u | 0.0%

An excerpt of these results, field by field.
molecule: CC(=O)Nc1ccc(C(=O)CSc2nnc3ccc4ccccc4n23)cc1
  GAA glycogen: -8.8%[76.3 µM] | Tau fluor counter: -8.2% | Epigenetic derep: -1.6%

molecule: Cc1ccc(NC(=O)Cc2coc3ccc(C(C)C)cc23)cc1Cl
  GAA glycogen: -3.9%[76.3 µM] | Tau fluor counter: u | Epigenetic derep: 0.0%

Continued:
smiles | GAA glycogen | Tau fluor counter | Epigenetic derep
Cc1ccc(C)c(NC(=O)C2CCN(S(=O)(=O)c3c(C)noc3/C=C/c3cccs3)CC2)c1 | 17.1%[76.3 µM] | -22.4% | -0.8%
Cc1ccccc1NC(=O)CSc1nc(-c2ccc(F)cc2)nc2c1Cc1ccccc1O2 | 11.3%[76.3 µM] | -8.0% | -3.7%
Cc1ccc(C(=O)Nc2cccc(-c3nc4cccnc4s3)c2C)cc1 | 2.5%[76.3 µM] | -16.7% | 0.0%
CCOc1ccc(CCNC(=O)CCc2cn(Cc3ccccc3F)c3ccccc23)cc1OCC | 13.0%[76.3 µM] | -12.9% | 2.4%
COc1ccc(NC(=O)/C(C#N)=C/c2ccc(OCc3cc(=O)n4nc(C)sc4n3)cc2)cc1 | 7.7%[76.3 µM] | -5.2% | 1.4%
COc1cc(NC(=O)CSc2nc(C)c(C(=O)Nc3ccccc3)c(-c3ccc(OC)c(OC)c3)c2C#N)c(OC)cc1Cl | 6.1%[76.3 µM] | -13.0% | -0.8%
CCC(=O)Nc1ccccc1-c1nc2ccccc2n(C(CC)C(=O)Nc2cccc(C(C)=O)c2)c1=O (centres undefined) | -6.9%[76.3 µM] | 2.3% | -8.7%
CCc1ccc(NC(=O)Cn2ncc3c(C)n(Cc4cccc(Cl)c4)c(C)c3c2=O)cc1 | 14.0%[76.3 µM] | 9.0% | -5.1%
CC1CCN(C(=O)c2cc(-c3cccc(Cl)c3)on2)CC1 | 9.7%[76.3 µM] | -11.6% | -1.8%
Cc1ccc(Sc2ccc(N3CCCC(C(=O)Nc4ccc(Cl)cc4)C3)nn2)cc1 (centres undefined) | 3.0%[76.3 µM] | -18.5% | -1.8%
CC1CCN(C(=O)Cn2cc(SCc3ccccc3)c3ccccc32)CC1 | -8.9%[76.3 µM] | -18.3% | 0.0%
COc1ccc(CNC(=O)c2cc(-c3ccc(Br)s3)nc3ccccc23)c(OC)c1 | 11.4%[76.3 µM] | -22.2% | -1.8%
COc1ccc(Nc2c3c(nc4ccc(NC(=O)/C=C/c5cc(OC)c(OC)c(OC)c5)cc24)CCCC3)cc1OC | -12.7%[76.3 µM] | u | -2.5%
CCOc1ccc(CCNC(=O)c2ccc(-n3c(C)cc4c3CCC(C)C4)cc2)cc1OCC (centres undefined) | 11.7%[76.3 µM] | -8.5% | u
COc1cc(OC)c(NC(=O)N2CCC(CN3CCCC3)CC2)cc1Cl | 11.4%[76.3 µM] | -1.4% | 0.0%
CCC(C)n1c(=O)c2sccc2n2c(CCCC(=O)NCc3ccccc3Cl)nnc12 (centres undefined) | 16.5%[76.3 µM] | -3.5% | -3.3%
CCOC(=O)c1[nH]c2c(c1Cc1ccccc1OC)C(=O)CC(c1ccc(OC)cc1)C2 (centres undefined) | -10.8%[76.3 µM] | -23.0% | -0.1%
Cc1ccccc1-c1nnc(CN2CCN(c3cccc(C)c3C)CC2)o1 | 13.2%[76.3 µM] | -7.1% | 0.0%
Cc1cccn2c(=O)c(C(=O)NCc3ccccc3Cl)c(O)nc12 | 1.5%[76.3 µM] | -3.7% | 1.4%
CCc1nn(C(CC)C(=O)NCc2ccc(OC)c(OC)c2)c(=O)c2cc3oc(C)cc3n12 (centres undefined) | 15.6%[76.3 µM] | -7.7% | -3.9%
O=C(Nc1ccc(OCc2cc(=O)n3c4c(sc3n2)CCCC4)cc1)c1ccc(F)cc1 | 11.5%[76.3 µM] | -6.0% | -0.7%
Cc1ccc(CNC(=O)Cn2ccn(-c3ccc(F)c(F)c3)c(=O)c2=O)cc1 | -0.7%[76.3 µM] | -1.6% | 2.8%
CCOC(=O)C1CCCN(c2nc3c(S(=O)(=O)c4ccc(CC)cc4)nnn3c3ccsc23)C1 (centres undefined) | 4.9%[76.3 µM] | -14.3% | -1.5%
Cc1cccc(-n2c(Cc3ccccc3)nnc2SCc2nc(-c3cccs3)no2)c1 | 5.5%[76.3 µM] | -12.4% | 0.0%
CCOC(=O)c1c(NC(C)=O)c2c3c(sc2n1Cc1cc(C)ccc1C)CCCC3 | -1.4%[76.3 µM] | 16.0% | 0.0%
O=C(COCc1cc(-c2cccs2)on1)N1CCN(c2cccc(Cl)c2)CC1 | x | -24.8% | -1.2%
Cc1cccc(C)c1OCC(=O)Nc1nonc1-c1ccc(Br)cc1 | -7.9%[76.3 µM] | -7.6% | -1.7%
COc1ccc(NC(=O)CCCOc2cc(=O)n(C)c3ccccc23)c(OC)c1 | -0.8%[76.3 µM] | -7.4% | 1.1%
COc1cc(CNc2ccc3c(c2)ncn3C(C)C)cc(OC)c1OC | -27.6%[76.3 µM] | -23.6% | 0.8%
Clc1ccc(CSc2nc3ncccc3[nH]2)cc1 | 10.1%[76.3 µM] | -5.9% | 0.0%
Cc1ccc(Cl)cc1N1CCN(C(=O)c2cc3c(=O)n(C)c4ccccc4c3s2)CC1 | -4.0%[76.3 µM] | -15.5% | -0.1%
Cc1ccc(-c2nnc(Nc3ccc(C(N)=O)cc3)c3ccccc23)cc1S(=O)(=O)N1CCCCC1 | -3.1%[76.3 µM] | u | u
COc1ccccc1OCCn1c(NC(=O)c2ccccc2Cl)nc2ccccc21 | 11.9%[76.3 µM] | -25.9% | -1.1%
CCCCNc1cc(N2CCN(C3CCCCC3)CC2)c2noc3c2c1C(=O)c1ccccc1-3 | -11.9%[76.3 µM] | u | 11.5%
COc1ccccc1CNC(=O)c1sc2nc3n(c(=O)c2c1C)CCC3 | -3.1%[76.3 µM] | -14.9% | 1.4%
Cc1cccc2c1-c1sc(C(=O)N(C)c3cccc(C(F)(F)F)c3)cc1CO2 | -9.2%[76.3 µM] | u | 0.0%
CC1CCC(NC(=O)c2ccc(CS(=O)(=O)c3cccc(C(F)(F)F)c3)o2)CC1 (centres undefined) | -6.1%[76.3 µM] | -10.1% | 0.0%
Cc1cccc(S(=O)(=O)c2cn(Cc3ccccc3)c3cc(N4CCC(C)CC4)c(F)cc3c2=O)c1 | -4.7%[76.3 µM] | 5.6% | 3.7%
CCOC(=O)C(C)Sc1nc(-c2ccccc2)ccc1C#N (centres undefined) | -4.5%[76.3 µM] | u | -0.2%

Source: PubChem (National Center for Advancing Translational Sciences (NCATS))
